Source: PubChem (National Center for Advancing Translational Sciences (NCATS))
TexasRed fluor – Total Fluorescence Counterscreen for Inhibitors of the Interaction of Thyroid Hormone Receptor and Steroid Receptor Coregulator 2; Potency, µM (titrated, usually from 106 µM), without a hit: at the highest dose fluorescence change, negative = quenching; TRb/SRC2 Texas Red total fluorescence interference; 0.29% of 280,000 active; AID 1479, 2009; active means well fitted curve in either direction with a large enough effect; inconclusive means small, poorly fitted or top-dose-only effect; further: on the % scale 0 is the no-effect control and ±100 the full control effect
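Flags fluorescent or light-absorbing compounds by total fluorescence, S + 2P, at 555 nm excitation and 632 nm emission. Mixture: 20 nM Texas Red SRC2 peptide, 0.6 uM human TRb LBD, 1 uM T3, 5% DMSO; compound exposure 5 h at ambient temperature.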
RECQ1 helicase – qHTS Assay for Inhibitors of RecQ-Like Dna Helicase 1 (RECQ1); ATP-dependent DNA helicase Q1 (Homo sapiens), P46063; RECQ1 DNA unwinding, red fluorescence kinetic read; Potency, µM (highest dose often 57.3 µM), without a hit: top-dose activity, negative = inhibition, hits mostly inhibitors; 0.54% of 240,000 active; AID 2549, 2010;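 further: plate controls were vehicle for no effect and no enzyme for full effect; nearly all actives have a fitted effect of over 30% in size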
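50 nM RECQ1T1 preincubated 15 min with compound in Tris pH 8.0 buffer with MgCl2, DTT, Tween-20 and 2.5 ug/ml poly(dI-dC); started with 200 nM TAMRA/BHQ-2 forked duplex and 2 mM ATP. Unwinding read as fluorescence (525/598 nm), two reads 2 h apart.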
TRb-SRC2 inh – qHTS for Inhibitors of the Interaction of Thyroid Hormone Receptor and Steroid Receptor Coregulator 2. Potency, µM (top dose mostly 106 µM), inactives show top-dose activity change, negative = inhibition, actives largely listed as inhibitors. TRbeta-SRC2 peptide binding, fluorescence polarization; receptor liganded with 1 µM T3. 0.065% of 280,000 active;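 further: plate controls were bound peptide for no effect and peptide without receptor for full effect; nearly all actives have a fitted effect of over 50% in size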
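TRb LBD 0.6 uM + Texas Red SRC2 peptide 20 nM, 1 uM T3, Tris buffer w/ 5% DMSO; compound pinned, 5 h RT; FP read ex 555/em 632; normalized to unbound and bound controls.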
ALDH1A1 inh – qHTS Assay for Inhibitors of Aldehyde Dehydrogenase 1 (ALDH1A1); Purified ALDH1A1, NADH fluorescence, propionaldehyde substrate; 7.3% of 220,000 active; Potency, µM (series often up to 75.3 µM), inactives show at the highest dose activity, negative = inhibition, usual class: inhibitors; Aldehyde dehydrogenase 1A1 (Homo sapiens), P00352; AID 1030, 2008; active means well fitted inhibition curve with a large enough effect, not every such curve was filed as active; inconclusive means small, poorly fitted or top-dose-only effect, or another doubt; inactive means no such curve, though single readings can be large or run the other way;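 further: plate controls were no enzyme wells and a reference inhibitor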
Target sequence (P00352 whole entry, looked up): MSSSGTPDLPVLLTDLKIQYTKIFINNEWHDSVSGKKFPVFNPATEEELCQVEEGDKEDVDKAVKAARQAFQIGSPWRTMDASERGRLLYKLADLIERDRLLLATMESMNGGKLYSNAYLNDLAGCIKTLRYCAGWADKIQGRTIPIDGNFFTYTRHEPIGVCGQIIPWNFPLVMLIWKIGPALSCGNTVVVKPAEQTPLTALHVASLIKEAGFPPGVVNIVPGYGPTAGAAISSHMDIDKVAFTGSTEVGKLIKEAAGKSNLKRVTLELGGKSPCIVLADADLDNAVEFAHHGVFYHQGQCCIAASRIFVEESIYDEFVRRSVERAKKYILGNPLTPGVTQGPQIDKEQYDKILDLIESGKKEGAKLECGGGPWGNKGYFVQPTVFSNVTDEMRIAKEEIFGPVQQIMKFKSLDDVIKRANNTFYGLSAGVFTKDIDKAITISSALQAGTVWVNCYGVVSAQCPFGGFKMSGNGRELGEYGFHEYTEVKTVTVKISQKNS
JMJD2E inh – qHTS Assay for Inhibitors of Human Jumonji Domain Containing 2E (JMJD2E); Lysine-specific demethylase 4E (Homo sapiens), B2RXH2; Potency, µM (series often up to 57.1 µM), without a hit: at the top dose activity change, negative = inhibition, usual class: inhibitors; 1.6% of 230,000 active; JMJD2E catalytic domain, FDH-coupled NADH fluorescence (FDH is formaldehyde dehydrogenase); active means well fitted inhibition curve with a large enough effect, not every such curve was filed as active; inconclusive means small, poorly fitted or top-dose-only effect, or another doubt; inactive means no such curve, though single readings can be large or run the other way;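 further: 0% = wells with enzyme and -100% = buffer wells without enzyme; nearly all actives have a fitted effect of over 50% in size; many of its hits are not listed in these tables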
Target sequence (B2RXH2 1-337 limits assumed): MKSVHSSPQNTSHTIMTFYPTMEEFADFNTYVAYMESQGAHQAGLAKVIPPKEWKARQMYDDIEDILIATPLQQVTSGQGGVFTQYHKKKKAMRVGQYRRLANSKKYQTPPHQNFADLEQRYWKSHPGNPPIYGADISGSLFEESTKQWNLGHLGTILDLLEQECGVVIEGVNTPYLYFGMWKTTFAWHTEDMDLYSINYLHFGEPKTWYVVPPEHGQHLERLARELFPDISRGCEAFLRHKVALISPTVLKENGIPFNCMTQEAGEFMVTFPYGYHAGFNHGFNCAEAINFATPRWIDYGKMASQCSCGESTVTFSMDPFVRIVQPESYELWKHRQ
GoLoco inh red – qHTS Assay for Inhibitors of RGS12 GoLoco Motif Activity (Red Fluorophore) | Guanine nucleotide-binding protein G(i) subunit alpha-1 (Homo sapiens), P63096 | Gai1:RGS12 GoLoco peptide FP, rhodamine, 10 min | Potency, µM (titrated, usually from 61.6 µM), inactives show at the top dose activity, negative = inhibition, hits mostly inhibitors | 0.44% of 230,000 active; active means well fitted inhibition curve with a large enough effect, not every such curve was filed as active; inactive means no such curve, though single readings can be large or run the other way; further: on the % scale 0 is the no-effect control and ±100 the full control effect; nearly all actives have a fitted effect of over 30% in size; many of its hits are not listed in these tables
SMN2 splice enh – qHTS Assay for Enhancers of SMN2 Splice Variant Expression | HEK293 SMN2-luciferase splicing reporter, luminescence, 30-36 h | Potency, µM (top dose mostly 46.1 µM), without a hit: at the highest dose activity change, positive = activation, hits mostly activators | 2.8% of 210,000 active; further: % of control where 0% means no effect; nearly all actives have a fitted effect of over 55% in size
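HEK293 cells carry an SMN2 […]–luciferase reporter in which exon 7 inclusion puts luciferase in frame. Cells were plated 10-12 h before compound addition, then incubated 30-36 h at 37C. ONE-Glo luminescence was read; sodium butyrate at 4.5 mM final served as control.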
LMNA splice mod – qHTS Assay for Modulators of Lamin A Splicing. HeLa LMNA splicing GFP/RFP minigene ratio, 48 h. 0.01% of 200,000 active. Potency, µM (doses to about 46.1 µM), for inactives: at the highest dose ratio change, negative = inhibition, usual class: inhibitors; active means well fitted inhibition curve with a large enough effect in the signal ratio, with a control signal flat, not every such curve was filed as active; inconclusive means small, poorly fitted or top-dose-only effect, or effect the other way, or a change in a side signal; the % refers to the signal ratio; further: on the % scale 0 is the no-effect control and ±100 the full control effect
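Read-out is the ratio of GFP to DsRed2 object intensity, acquired by 488 nm laser-scanning cytometry on HeLa lamin A-EGFP minigene reporter cells. Compound incubation 48 hrs at 37 °C in Opti-MEM with 2% FBS; DMSO 0.5% final.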
Starred values were filed as active, the others as inactive; i = inactive; u = inconclusive; x = no result given; & = joins results of further samples; [ ] = another dose, or the depositor's remark. Unless noted, the call rests on the fitted dose curve; in most records, active means well fitted curve in the direction sought with a large enough effect; inconclusive means small, poorly fitted or top-dose-only effect, or another doubt; inactive means no such curve, though single readings can be large; an effect the other way counts as inactive or inconclusive. Potency means the concentration at half of the fitted maximal effect.

SMILES	TexasRed fluor	RECQ1 helicase	TRb-SRC2 inh	ALDH1A1 inh	JMJD2E inh	GoLoco inh red	SMN2 splice enh	LMNA splice mod
CCOC(=O)c1cc2ccc(OC)cc2oc1=O	0%	i	3%	u	u	5%	-5%	5%[0.0737 µM]
Cc1ccc(C23CC4CC(CC(NC(=O)NC(C)(C)CO)(C4)C2)C3)cc1	2%	-3%	3%	u	-6%	0%	23%	22%
O=C(Nc1cc(C(F)(F)F)ccc1N1CCOCC1)c1cccs1	0%	-9%	3%	-6%	5%	5%	-18%	0%
O=C(CSc1ccc(Cl)cc1)NC1CCCC1	-2%	-7%	-4%	-4%	-3%	6%	-5%	8%
Cn1nc(C(=O)Nc2ccc(S(=O)(=O)NCc3ccco3)cc2)c2ccccc2c1=O	-2%	-10%	5%	x	-1%	10%	x	x
Cc1ccc(-c2nnn(CC(=O)N(CC3CCCO3)C(C(=O)NCC3CCCO3)c3ccc(F)cc3)n2)o1 (configuration not stated)	-5%	9%	10%	10%	-3%	0%	u	-20%
CCOC(=O)N1CCN(C(=O)C2CCN(C(=O)c3cc4sccc4n3CC)CC2)CC1	-3%	1%	4%	-5%	-2%	6%	-26%	u
O=[N+]([O-])c1cc2oc3c(c2c(C=NCc2ccccc2)c1O)CCCC3	-9%	1%	-3%	u	-9%	29%	8%	u
CC(C)(C)N=C1NC(=NC(C)(C)C)c2ccccc21	-2%	-3%	-15%	15%	-29%	3%	-14%	-16%
COc1cnc(-c2ccccn2)nc1Oc1ccc(F)cc1F	-2%	i	-6%	3%	5%	-1%	0%	1%[46 µM]
COC(=O)C1CC(c2c(OC)cc(OC)cc2OC)=NO1 (configuration not stated)	0%	i	-3%	9%	3%	13%	20%	0%
Cc1cc(C)c(C(=O)OCC(=O)NCc2cccs2)c(C)c1	-2%	i	-9%	u	-5%	13%	-33%[inhibitor]	-8%[46 µM]
CC(=O)Nc1ccc(C(F)(F)F)cc1Cl	0%	23%	-3%	3%	-2%	0%	x	x
CC1CCC(C(C)C)C(OC(=O)Cn2c(-c3ccccc3)[n+](C)c3ccccc32)C1 (configuration not stated)	2%&-2%	-6%	-1%&-5%	-2%&-2%	-11%&-10%	1%&0%	-94%&-93%[inhibitor]	u
Cc1ccc2c(CSc3nnc(N)s3)cc(=O)oc2c1	4%	i	-17%	22µM*	-10%	9%	u	4%
CC1(C)C(=O)Nc2ccccc2N1C(=O)COC(=O)c1cc([N+](=O)[O-])ccc1N	-4%	-2%	1%	u	8%	14%	-5%	-20%
CCCc1nc2c(sc3nc4c(cc32)COC(C)(C)C4)c(=O)o1	0%	i	12%	u	-8%	14%	3%	2%[46 µM]
O=C(CC1(O)C(=O)Nc2ccccc21)c1ccc2c(c1)OCO2 (configuration not stated)	-3%	i	-4%	6%	-4%	9%	-26%	-12%
COc1cccc(Cn2c(=O)c(-c3cn(C)c4ccccc34)nc3cnc(OC)nc32)c1	x	i	x	-7%	x	-2%	x	-1%
COC[C@@H](O)[C@@H](OC)[C@H](OC)[C@H](Cc1c(OC)cc(OC)cc1OC)OC	0%	i	-4%	-3%	-1%	-5%	5%	x
CCC(=O)N1CCc2cc(S(=O)(=O)NC(C(=O)NCc3ccc(C)cc3)C(C)C)ccc21 (configuration not stated)	-2%	14%	-4%	6%	4%	8%	-12%	12%
O=C(NCc1ccc(Cl)cc1)C1CCCN(S(=O)(=O)c2cnc[nH]2)C1 (configuration not stated)	-3%	-3%	12%	-5%	1%	-26%	-6%	4%
O=C(OCc1cccc([N+](=O)[O-])c1)c1cnccn1	-2%	12%	-2%	-1%	4%	-3%	16%	-10%[46 µM]
Cc1ncoc1C(=O)N1CCc2c([nH]c3ccccc23)C1C(C)(C)C (configuration not stated)	1%	-1%	2%	7%	6%	9%	x	-1%[46 µM]
CC(=O)N1CCN(Cc2nc3cc(NC(=O)c4ccccc4Cl)ccc3n2C)CC1	-6%	i	-4%	-2%	0%	14%	-12%	3%[46 µM]
CN(C)CCNC(=O)c1ccc(Cl)s1	-10%	0%	-7%	9%	3%	15%	6%	-3%
COc1ccc(N2Cc3cccc(C(=O)O)c3C2=O)cc1	-3%	14µM*	9%	6%	u	19%	-28%	20%
OCC1CCCN(C(=S)NCCc2ccccc2)C1 (configuration not stated)	-2%	-9%	-3%	13%	3%	7%	u	0%
COc1c(C)cc(Br)cc1C(=O)Nc1ccccc1C	-2%	i	-8%	-5%	37%[activator]	2%	-12%	8%[46 µM]
COC(=O)C1=C(C)N(CC2CC2)C(=O)N[C@H]1c1ccccc1	0%[11.2 µM]	9%[11.5 µM]	3%[11.2 µM]	11%[13.5 µM]	-4%[11.4 µM]	7%[14.2 µM]	-10%[9.22 µM]	u
Cc1ccc(CCN2CC(C(=O)NCCCN3CCOCC3)CC2=O)cc1 (configuration not stated)	-5%	0%	0%	7%	-1%	-5%	0%	9%
CC1CCN(c2c(NCC3CCC(C(=O)NCCc4ccc(Cl)cc4)CC3)c(=O)c2=O)CC1 (configuration not stated)	-2%	4%	4%	x	2%	10%	x	x
COc1ccc(S(=O)(=O)N2c3ccccc3OCC2C)cc1 (configuration not stated)	-3%	-6%	1%	u	2%	10%	-24%	u
COc1ccc(-c2[nH]c(-c3ccccc3)nc2SCC(=O)NCc2ccco2)cc1OC	-5%	-14%	3%	u	u	18%	11%	0%
CCn1c(SCC(=O)Nc2ccc(-c3nc4ccc(C)cc4s3)cc2)nnc1-c1ccccc1	-9%	-1%	2%	u	u	22%	0.56µM*	-4%
O=C(NNS(=O)(=O)c1ccc(F)cc1)c1sccc1-n1cccc1	-6%	8%	-4%	-5%	6%	10%	5%	u
COCC(=O)N(C)c1nnc(-c2ccc([N+](=O)[O-])cc2)s1	-1%	9%	1%	6%	3%	10%	11%	6%
Cc1ccccc1NC(=O)COC(=O)c1ccc(S(C)(=O)=O)c([N+](=O)[O-])c1	-6%	i	-9%	-1%	2%	-4%	5%	u
CCOc1ccccc1C(=O)N1CCC(n2nnc3cc(C)ccc32)CC1	1%	-10%	-8%	-1%	1%	x	x	-7%
CC(Oc1cccc(Cl)c1)C(=O)NCc1ccc(S(N)(=O)=O)cc1 (configuration not stated)	-5%	-1%	-1%	-8%	-3%	-6%	x	x
Cc1cc(/C=C2\NC(=S)N(C)C2=O)ccc1N1CCCC1	-3%	-19%	-7%	u	-8%	233%[activator]	x	x
NS(=O)(=O)c1ccc(CCNC(=O)CN2CCN(c3ccc(F)cc3)CC2)cc1	0%	i	0%	0%	4%	-9%	-84%[inhibitor]	u
COc1ccc(Nc2nnc(SCC(=O)NC(=O)Nc3ccc4c(c3)OCCO4)s2)cc1	-1%	i	0%	-10%	14%	16%	u	u
Cc1cccc(N(C(=O)c2nsc(Cl)c2Cl)C(C(=O)NC2CCCC2)c2ccc(O)cc2)c1 (configuration not stated)	0%	-6%	0%	5%	10%	0%	-2%[1.84 µM]	u
COc1ccc2nc(NC(=O)C3CCN(S(=O)(=O)c4cnc[nH]4)CC3)sc2c1	-1%	i	-8%	-9%	-3%	6%	11%	-2%
CCCC(C(=O)NC1CCCC1)N(CCCN1CCOCC1)C(=O)c1snc(C(N)=O)c1N (configuration not stated)	1%	-4%	-3%	u	u	5%	2%	7%
COCCNC(=O)c1c(N)n(/N=C/c2ccc(F)cc2)c2nc3ccccc3nc12	-1%	10%	2%	x	u	-1%	x	x
O=C(COc1cccnc1[N+](=O)[O-])NCCc1ccc(Cl)cc1	1%	i	3%	-2%	-6%	9%	-6%	x
Cc1c(C(O)CN2CCN(Cc3ccc4c(c3)OCO4)CC2)c2ccccc2n1C (configuration not stated)	-4%	-17%	-1%	u	u	6%	29%	-23%
CCN(C(=O)CCc1nc(-c2ccc(OC)cc2)no1)c1cc(OC)ccc1OC	2%	i	-21%	-14%	u	6%	-59%[inhibitor]	u
CN(C)CCCNCCNC(=O)/C=N\O	7%	-2%	3%	u	-11%	-6%	1%	7%
COc1cc(-c2nc(S(=O)(=O)c3ccc(Cl)cc3)c(N3CCOCC3)o2)cc(OC)c1OC	0%	-10%	-8%	1µM*	-10%	-2%	30%	8%
COc1ccccc1N1C(=O)CC(Sc2ncccc2C(=O)O)C1=O (configuration not stated)	-4%	-2%	-1%	5%	0%	5%	12%	1%
CC(CC(=O)C1C(C)C=CCC1(C)C)NNC(N)=O (configuration not stated)	-1%	22%	-1%	7%	-3%	3%	-1%	3%[46 µM]
CC(C)OC(=O)CSc1nc(N)c(C#N)c(-c2cccs2)c1C#N	-5%	i	-8%	u	u	4%	-30%	u
O=C(NNS(=O)(=O)c1cccc(Cl)c1Cl)c1cccc(S(=O)(=O)N2CCOCC2)c1	0%	-3%	-12%	6%	0%	-2%	4%	-16%
CCC(C)(C)NC(=O)C(c1ccc(OC)cc1)N(Cc1ccco1)C(=O)CCC(=O)Nc1cc(C)on1 (configuration not stated)	-2%	-1%	-2%	-6%	0%	5%	-15%	-10%

This is a subset; count on the stated rates, not on these rows.
